HUVEC tox TNFa: cytotoxicity in TNFa-stimulated HUVEC, primary screen, cytotoxicity control for VCAM1 expression modulator project, imaging, Hoechst nuclei count; AID 848, 2007; HUVEC TNFalpha-stimulated, Hoechst cell count; cell count reduction, % at 2 µM; 93,000 tested, 0.17% active;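 active means cell count reduction exceeding the screen mean by over 5 SD, scaled to untreated wells per plate, cut at about 78% in these data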;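 further: cells counted after 24 h of TNF alpha exposure following the 1 h pretreatment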
Candida biofilm: clotrimazole potentiators killing Candida biofilms, primary screen, with clotrimazole, Alamar Blue. inhibition, % at 6 µM. C. albicans biofilm + clotrimazole. AID 834, 2007. 85,000 tested, 0.14% active;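 active means inhibition above 20%; inactive means inhibition below 20%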;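 further: preformed 24 hr biofilms exposed to compound for 48 hr; 0% = biofilm without compound and 100% = blank killed by clotrimazole plus chlorhexidine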
PTPN22 inh 2: PTPN22 phosphatase inhibitors, primary screen, biochemical, DiFMUP fluorescence, 2 µM | recombinant LYP catalytic domain | 96,000 tested, 0.21% active | Tyrosine-protein phosphatase non-receptor type 22 (Homo sapiens), Q9Y2R2 | inhibition, % at 2 µM;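 active means inhibition at 2 µM at or above a set limit, the screen mean plus 3 SD, cut at about 24% in these data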;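 further: 0% = DMSO with enzyme and 100% = enzyme fully blocked by orthovanadate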
VCAM1 TNFa inh: inhibitors of TNFa-induced VCAM1 expression, primary screen, imaging, HUVEC, TNFa stimulus, immunofluorescence; inhibition, % at 2 µM; 95,000 tested, 0.48% active; HUVEC TNFa-induced VCAM-1 immunofluorescence, high-content imaging;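 active means inhibition above the batch mean plus 3 SD, with images confirmed as a hit by eye, cut at about 37% in these data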;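 further: 0% = TNF-stimulated DMSO wells and 100% = unstimulated control wells; not every result past the cut was called active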
Smad3 FoxH1 inh: Smad3/FoxH1 peptide binding inhibitors, primary screen, biochemical, TR-FRET; Mothers against decapentaplegic homolog 3 (Homo sapiens), P84022; TR-FRET Smad3/Dy647-FoxH1 peptide binding, europium anti-His; inhibition, % at 25 µM; 88,000 tested, 0.29% active; AID 630, 2007;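 active means compounds that reduce the energy-transfer binding signal between the protein and its labelled peptide by more than half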;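 further: 0% = Smad3 plus labelled peptide maximal FRET and 100% = peptide-only background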
Target sequence (P84022 whole entry, looked up): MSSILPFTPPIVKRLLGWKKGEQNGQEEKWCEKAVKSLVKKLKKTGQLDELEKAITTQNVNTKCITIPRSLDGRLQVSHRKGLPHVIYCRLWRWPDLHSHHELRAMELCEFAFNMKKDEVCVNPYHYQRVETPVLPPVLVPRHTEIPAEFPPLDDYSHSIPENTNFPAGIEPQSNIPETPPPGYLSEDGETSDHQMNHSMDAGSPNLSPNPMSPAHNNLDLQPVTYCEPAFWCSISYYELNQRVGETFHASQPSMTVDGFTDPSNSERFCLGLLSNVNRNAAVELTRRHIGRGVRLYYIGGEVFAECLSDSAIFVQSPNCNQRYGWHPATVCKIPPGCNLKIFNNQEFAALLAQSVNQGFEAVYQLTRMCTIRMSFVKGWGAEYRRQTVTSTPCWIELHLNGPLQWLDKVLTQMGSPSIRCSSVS
IL1B cytotox: cytotoxicity in IL-1B stimulated HUVEC, primary screen, cytotoxicity control for IL-1B NFkB translocation project, imaging, Hoechst nuclear count, IL-1B stimulus; cell count reduction, % at 2 µM; 94,000 tested, 0.41% active; HUVEC cell count loss; AID 845, 2007;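 active means cell count reduction more than 3 SD above the screen-wide mean, cut at about 70% in these data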;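 further: normalized per plate to untreated control cells as the no-loss baseline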
F-actin modifier: modifiers of F-actin cytoskeleton organization, primary screen, imaging, HUVEC, phalloidin staining, high-content imaging | HUVEC TNFa F-actin phalloidin imaging | inhibition, % at 2 µM | 91,000 tested, 0.18% active | AID 836, 2007;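 active means inhibition above the batch mean plus 3 SD and confirmed as a hit by visual image inspection, cut at about 30% in these data, passing the limit was not always enough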; further: strong numbers were not always called active
hDAT+cocaine: changed hDAT dopamine uptake under cocaine IC80, either direction, primary screen, cocaine antagonist project, cell-based, LLC-PK1 hDAT, [14C]-dopamine uptake, MLSMR | 110,000 tested, 1.3% active | B-score at 10 µM | LLC-PK1 hDAT cells, [14C]-dopamine uptake with cocaine IC80; actives deviate in either direction | Sodium-dependent dopamine transporter (Homo sapiens), Q01959 | AID 449768, 2010;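 active means Z score or B-score, a plate-position-corrected score, falls beyond the plate's 99.7% confidence bounds, in either direction; inactive means both scores lie inside the 99.7% bounds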;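 further: scored against the spread of the other compound wells on the same plate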
Target sequence (Q01959 whole entry, looked up): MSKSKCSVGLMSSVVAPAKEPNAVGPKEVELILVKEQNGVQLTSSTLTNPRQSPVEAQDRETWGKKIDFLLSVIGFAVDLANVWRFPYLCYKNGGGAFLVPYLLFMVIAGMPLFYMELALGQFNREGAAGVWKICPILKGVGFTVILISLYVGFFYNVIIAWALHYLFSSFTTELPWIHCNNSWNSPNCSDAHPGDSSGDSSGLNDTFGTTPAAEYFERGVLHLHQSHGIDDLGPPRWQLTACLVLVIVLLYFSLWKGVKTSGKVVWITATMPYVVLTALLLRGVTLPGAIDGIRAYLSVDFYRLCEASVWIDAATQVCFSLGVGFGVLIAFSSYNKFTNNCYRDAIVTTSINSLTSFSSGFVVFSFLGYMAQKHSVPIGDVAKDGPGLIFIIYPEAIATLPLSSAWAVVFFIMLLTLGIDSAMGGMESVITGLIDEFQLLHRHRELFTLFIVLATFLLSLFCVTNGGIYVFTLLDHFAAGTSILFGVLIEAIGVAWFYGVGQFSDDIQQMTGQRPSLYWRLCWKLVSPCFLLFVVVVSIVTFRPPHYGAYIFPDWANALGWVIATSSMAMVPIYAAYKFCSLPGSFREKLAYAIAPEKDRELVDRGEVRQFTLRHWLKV
MT1-MMP txn act: MT1-MMP promoter reporter activation – cell-based, luciferase luminescence, primary screen. HT1080 MT1-MMP promoter luciferase reporter, overnight; active compounds read high. activation factor at 10 µM. AID 750, 2007. 86,000 tested, 0.16% active;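 active means activation factor of at least 2 for MT1-MMP transcription at 10 µM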
An asterisk follows results filed as active; · = not tested or not shown; & = joins results of further samples; [ ] = remark or other dose. The list is partial; rates above refer to the full screens.

SMILES	HUVEC tox TNFa	Candida biofilm	PTPN22 inh 2	VCAM1 TNFa inh	Smad3 FoxH1 inh	IL1B cytotox	F-actin modifier	hDAT+cocaine	MT1-MMP txn act
CCC(C)(C)n1nnnc1C(c1ccccn1)N1CCOCC1 (stereo unspecified)	4	8	-3	-3	-1	4	-2	-1	1
Cc1[nH]n2c(=O)c3c(nc2c1-c1ccccc1)CCC3	-10	2	-4	9	-3	-148	5	-0.12	1.1
N#Cc1ccccc1NC(=O)Nc1cccs1	-10	7	4	-9	-2	5	-5	-0.66	1.2
CC1CCN(C(=O)Nc2ccc3nsnc3c2)CC1	-39	7	-2	11	5	-44	22	0.46	1.4
Cc1ccc(NC(=O)CN2C(=O)S/C(=C\c3ccc(-c4cccc(C(=O)O)c4C)o3)C2=O)cc1	-23	5	56*	15	8	-4	-10	0.81	1.1
O=C(C1CC1)N1CCc2[nH]c3ccccc3c2C1	10	5	-3	4	5	38	3	-0.31	1.1
O=C(NCc1ccc2c(c1)OCO2)C1CCN(C(=O)Nc2ccc(Cl)cc2)CC1	-21	5	-4	-35	2	-50	10	0.029	1.2
CC(=O)c1c(C)oc2ccc(NS(=O)(=O)c3ccc(O)c(C(=O)O)c3)cc12	-23	1	10	16	-4	-106	3	-0.52	1.1
CC1CCN(S(=O)(=O)c2ccc3ncn(CC(=O)N(C)Cc4ccccc4)c(=O)c3c2)CC1	-22	1	-5	4	8	5	-32	0.071	1.1
O=c1c2ccccc2sn1-c1cc(S(=O)(=O)N2CCOCC2)ccc1N1CCCC1	-29	6	-1	8	-8	11	·	-1.2	1.2
Cc1cc(/C=N/NC(=O)c2ccc(CN3CCOCC3)cc2)c(C)n1-c1ccccc1	5	·	-4	8	·	-22	-4	-0.82	·
CCn1nc(CC(=O)Nc2nnc(CC(=O)N3CCCCC3)s2)c2ccccc2c1=O	10	-1	-3	-15	-1	-10	6	0.52	1.1
CCCCc1c(O)nc(SCC(=O)NCC2CCCO2)[nH]c1=O (stereo unspecified)	·	5	·	·	1	·	·	-0.082	1.1
Cn1c(=O)c2c(nc(N3CCCCC3)n2CCNC2=NCCC2)n(C)c1=O	-6	3	-1	-8	-3	13	-2	-0.013	1.1
COc1ccc(S(=O)(=O)Nc2ccc(C(F)(F)F)cc2)cc1OC	-36	7	8	8	15	-21	17	0.83	1
COc1cc(C2C3=C(CCCC3=O)Nc3[nH]n(-c4ccccc4)c(=O)c32)ccc1O (stereo unspecified)	-14	·	-3	8	·	-11	12	-0.55	·
O=C(c1cccc(-n2cnnn2)c1)N1CC=C(c2ccccc2)CC1	-23	3	1	-30	4	-21	-1	2.3	1.1
O=C(NCc1ccco1)c1noc2c1CCCCC2	19	2	4	-28	9	3	-72	-0.03	1.4
CC1(C)CSC(=S)N1S(=O)(=O)c1ccccc1	-16	-5	-21	5	2	2	-44	-0.49	1
CC1CCCCN1C(=O)CSc1nc2ccccc2n1CC(=O)N1CCc2ccccc21 (stereo unspecified)	·	3	·	·	2	·	·	0.31	1
CCCc1cc(=O)[nH]c(SCC(=O)c2cc(C)n(C)c2C)n1	-37	7	4	4	8	0	-6	0.32	1.3
O=C(CCC(=O)Nc1nnc(C2CCCCC2)s1)NCC1CCCO1 (stereo unspecified)	-13	7	-8	3	81*	0	-1	0.96	1
O=c1c2[nH]c3ccc(F)cc3c2ncn1CCCN1CCOCC1	-20	5	5	-10	2	-28	4	-1.6	1.3
N#Cc1c(N)c(C#N)c(-c2ccc(O)cc2)c2c1CCCC2	-18	·	10	-6	-3[fluorescence artefact?]	-6	8	-0.33	1.1
CCN(CC)C(C(=O)Nc1ccc(C(C)C)cc1)c1ccc2c(c1)OCO2 (stereo unspecified)	-17	9	1	16	0	-7	1	-0.022	1.1
CCN(CC)CCCNC(=O)C1CCN(C(=O)c2cc3sccc3n2Cc2ccc(F)cc2)CC1	13	10	-6	-3	-3	34	-1	0.14	1.2
CC(C)Cc1cc(C(=O)Nc2sc3c(c2C#N)CCCC3)no1	·	4	·	·	-4	·	·	-0.11	1.2
COc1ccc(CCCC(=O)O)c(C)c1	-11	0	-2	-15	-4&5	0	9	0.1	1
COc1ccc(C2CC(c3ccc(Br)cc3)Nc3nc(N)nn32)cc1 (stereo unspecified)	-20	8	-2	-6	9[fluorescence artefact?]	12	0	-0.17	1.1
Cc1ccc(-n2ccc(=O)c(C(=O)O)n2)cc1	-2	2	7	-14	0	10	-11	-1.3	1.3
COc1ccccc1Oc1ccc2c(c1)C(=O)N(c1ccc(C)cc1)C2=O	8	·	0	1	·	-42	-30	·	·
O=C(Nc1ccnc(-c2cccnc2)n1)c1ccc(Cl)c(Cl)c1	-24	·	-4	10	·	-22	-42	-0.63	·
Cc1ccccc1Nc1nnc(C)c(=O)n1N	11	·	5	3	·	34	-26	-1.5	·
CC1CC(C)CN(CCCNC(=O)Cn2ncn3cccc3c2=O)C1 (stereo unspecified)	-4	0	0	10	-7	8	-10	-0.66	1.1
COc1ccccc1C(=O)Nc1ccc(C(=O)N2CCCC2)cc1	-14	1	0	-8	-6	10	-12	1	1
CCOC(=O)N1CCC(NC(=O)C2CCCN(S(=O)(=O)c3cccnc3)C2)CC1 (stereo unspecified)	·	-4	·	·	2	·	·	0.021	0.9
CCOc1ccc(NC(=O)CSCc2cnn(-c3ccccc3)c2-n2cccc2)cc1	-12	8	4	-7	-6	3	8	0.93	1.1
COn1c(C)c(C(C)=O)c2c3no[n+]([O-])c3ccc21	-8	·	-8	11	·	-15	-4	-0.3	·
CC(CNc1ccc([N+](=O)[O-])cc1)NC(=O)c1ccccc1Br (stereo unspecified)	0	·	3	11	·	-13	-6	-1.7	·
CCCC(=O)N1CC2(C)CN(C(=O)CCC)CC(CCC)(C1)C2=O	-11	3	11	4	-5	-30	4	-0.035	·
COCCCNC(=O)CC(NS(=O)(=O)c1ccc(F)cc1)c1ccc(OC)cc1 (stereo unspecified)	-11	0	-4	2	9	2	·	0.0028	·
Cc1sc2nc(CN3CCOCC3)nc(N3CCC(C(N)=O)CC3)c2c1C	·	5	3	·	11	-9	·	-0.015	1.1
Cc1ccc(-c2nnc(N3CCN(C(=O)CN4CCOCC4)CC3)c3ccccc23)cc1	-10	-3	-20	5	-16	-2	-1	-0.25	1
Cc1ccc(Cn2c(SCCN3CCCCC3)nc3c2c(=O)[nH]c(=O)n3C)cc1	-9	2	0	20	6	25	-7	-0.32	1.3
N#CCCCSc1ncccc1-c1nc2ccccc2[nH]1	·	2	5	·	-2	2	·	0.71	0.9
Cc1noc(C)c1CSc1nnc(-c2c[nH]c3ccccc23)n1-c1ccc(Cl)cc1	-26	3	-2	29	8	-22	6	-0.028	1.2
CCOC(=O)c1ccc(NC(=O)CSc2nnc(C)n2-c2ccccc2)cc1	·	9	·	·	9	·	·	1	1
Cc1oc(-c2ccccc2F)nc1CN1CCC(C(=O)NCc2cccnc2)CC1	-14	6	2	-3	5[fluorescence artefact?]	-23	-6	0.54	1.1
Cc1nnc(NC(=O)C2CCCN(c3ncccn3)C2)s1 (stereo unspecified)	-14	5	-7	7	5	-10	-1	0.16	1.2
CCOC(=O)CSc1nnc(-c2ccoc2C)n1-c1ccc(OCC)cc1	-3	0	-20	7	10	-18	-3	1.5	1.1
O=C(/C=C/Nc1cccc([N+](=O)[O-])c1)c1cccs1	6	2	0	12	-4	3	1	0.68	1.7
CCC(=O)Nc1ccc(C(=O)Nc2cccnc2)cc1	-3	6	5	19	-1	-10	-12	0.26	1.1
CCCn1nnc(NC(=O)COc2ccc(Cl)cc2)n1	-23	12	-6	8	-14	33	-2	-0.4	1.3
COc1ccccc1NC(=O)N(CCN1CCCC1)Cc1cc2cc(C)ccc2[nH]c1=O	·	6	-17	·	-4	-44	·	2.3	1.4
Cc1cccc(N(CC(=O)NCc2ccc3c(c2)OCO3)C(=O)CCC(=O)Nc2ccccn2)c1C	-13	·	6	10	-4	-14	-3	0.12	1.1
[O-][N+]12CCN(CC1)c1ccccc12	-24	-7	-4	-12	-19	1	-12	-1.3	1.2
COc1ccc(C2CC(O)(C(C)(C)O)NO2)cc1 (stereo unspecified)	-5	7	-1	-8	0	0	·	-0.48	1.3
NC(=O)C1(N2CCCCC2)CCN(C(=O)CSc2nc3ccccc3s2)CC1	-14	8	-6	13	4[fluorescence artefact?]	-21	-1	·	1.2
O=C(OCc1ccccc1)c1cccc(-c2nnn(Cc3ccccc3)n2)c1	-13	1	6	-8	-1	0	1	0.03	1.2
O=C(NCc1ccccc1)c1n[nH]nc1-c1ccccc1O	·	2	·	·	5	·	·	-0.34	1.4

An excerpt of these results, with values under each structure.
Second line of a record: HUVEC tox TNFa	Candida biofilm	PTPN22 inh 2	VCAM1 TNFa inh	Smad3 FoxH1 inh	IL1B cytotox	F-actin modifier	hDAT+cocaine	MT1-MMP txn act
Cc1cccc(N(CC(=O)NCc2ccc3c(c2)OCO3)C(=O)CCC(=O)Nc2ccccn2)c1C
 : -13	·	6	10	-4	-14	-3	0.12	1.1
[O-][N+]12CCN(CC1)c1ccccc12
 : -24	-7	-4	-12	-19	1	-12	-1.3	1.2

More compounds follow.
SMILES	HUVEC tox TNFa	Candida biofilm	PTPN22 inh 2	VCAM1 TNFa inh	Smad3 FoxH1 inh	IL1B cytotox	F-actin modifier	hDAT+cocaine	MT1-MMP txn act
C=CCN1C(=O)C(O)(CC(=O)c2c(C)n[nH]c2C)c2cc(Br)ccc21 (stereo unspecified)	2	0	-4	19	-3	-16	26	0.062	1.2
COc1ccc(S(=O)(=O)N2CCC(C(=O)NCCC3=CCCCC3)CC2)cc1OC	-18	5	0	3	10	3	32	0.15	1.1
CNCCC=C1c2ccccc2CCc2ccccc21	·	8	·	·	7&0	·	·	1.4	1.1
Cc1cccc(NC(=S)N2CCC(c3nc4ccccc4s3)CC2)c1	16	·	-14	-2	·	-4	-9	-0.58	·
COC(=O)c1ccc(CSCC(=O)Nc2cc(OC)cc(OC)c2)o1	-9	6	-13	12	5	12	-16	1	1.1
Cc1ccccc1NC(=O)CN1C(=O)NC2(CCCCC2)C1=O	6	4	-8	8	13	4	-12	0.38	1.1
O=C1NC(=O)C(CC(=O)N(c2ccccc2)C2(C(=O)NC3CCCC3)CCCCC2)N1 (stereo unspecified)	·	2	12	-18	7	0	-9	-1.9	1.3
O=C(CCn1c(=O)c2ccccc2n(CC(=O)NCCC2=CCCCC2)c1=O)NCc1ccco1	2	3	-1	-15	-14	11	-15	-0.27	1.3
N#CCSc1nc2c(sc(=S)n2Cc2ccco2)c(=O)n1-c1ccc(F)cc1	-5	1	-7	7	6	-31	0	0.6	1
Cc1cccc(C(=O)Nc2nnc(-c3ccc(C(C)(C)C)cc3)s2)c1	-11	·	0	5	·	-8	21	-0.083	·
CSc1nnc(-c2ccccc2)o1	0	7	1	-9	-4	2	56	-0.27	1.2
O=C(CSCc1ccc(Cl)cc1)NCc1ccc2c(c1)OCO2	-1	10	-15	0	-2	-75	-3	-0.012	1
COC(=O)c1cccc(NC(=O)/C(=C\c2ccccc2)NC(=O)c2ccccc2Cl)c1	12	·	5	-13	·	-45	12	1.3	·
